TDP43 rescue = inhibitors of TDP-43 toxicity in yeast; TDP-43 expressing yeast growth rescue, BacTiter-Glo, 24 h; Potency, µM (highest dose often 46.1 µM), without a hit: top-dose growth rescue (activation), hits mostly activators; actives 1.8% (n = 410,000); AID 652104; also: potency is read from the fitted curve at half-maximal effect; % of control where 0% means no effect; nearly all actives have a fitted effect of over 50% in size
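Galactose-induced TDP-43 yeast, OD600=0.02, compound pinned; 24 hr, 30 deg C; BacTiter-Glo luminescence for growth. Inhibitors of TDP-43 toxicity read as activators.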
D3 antag = D3 dopamine receptor (human) antagonism; P35462; D3R cells, DiscoveRx beta-arrestin luminescence, antagonist mode; hits give low values; max response, negative = inhibition, %; actives 2.5% (n = 360,000); AID 652054; in the data active = max response below about -50%; inconclusive = no clear call, values can overlap the other calls; also: % is scaled to controls: 0 for no effect and ±100 for the full control effect; mostly tested at two doses, the higher about 12 µM
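Cells plated overnight at 1500 cells/well, then exposed to library compounds with dopamine controls for 90 minutes at 37 degrees C. DiscoveRx reagent added for 30–60 minutes at room temperature; luminescence read, quantitative HTS format.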
DRD3 agonist = activates the human D3 dopamine receptor | D3R DiscoveRx beta-arrestin cells, luminescence, 90 min | max activation, % | actives 0.58% (n = 410,000) | AID 652048; in the data active = max activation above about 30%; also: 0% is about no effect; mostly tested at two doses, the higher about 12 µM
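Cells at 1500/well, incubated overnight, then treated with pinned compounds (dopamine as control) for 90 min at 37 degrees C. DiscoveRx reagent added for 30 - 60 minutes at room temperature; luminescence read.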
aSyn yeast inh = rescues yeast growth from alpha-synuclein toxicity | actives 0.14% (n = 370,000) | Potency, µM (doses to about 46.1 µM), for inactives: at the highest dose growth rescue (activation), most hits filed as activators | Yeast expressing alpha-synuclein, growth rescue, BacTiter-Glo, 24 h; also: potency is read from the fitted curve at half-maximal effect; % of control where 0% means no effect; nearly all actives have a fitted effect of over 65% in size
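Screening used galactose-induced yeast with toxic alpha-synuclein levels, exposed to compound for 24 hr at 30 deg C. Cell growth, read with BacTiter-Glo luminescence, gave the measured signal.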
Abeta rescue = compounds reversing amyloid beta toxicity in yeast. yeast expressing A-beta42, growth rescue, OD600, 48 h; response scale: 0% DMSO, 100% iron-clioquinol control. Potency, µM (top dose mostly 46.1 µM), for the others: top-dose growth rescue, usual class: activators. actives 0.063% (n = 410,000). AID 1347071; also: potency is read from the fitted curve at half-maximal effect; nearly all actives have a fitted effect of over 55% in size
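Yeast A-beta toxicity model in growth medium with pinned compounds, 48 h at 30 C; growth read as absorbance at 600 nm. Normalized to FeCl3/clioquinol equimolar mix (positive) and DMSO (negative).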
FUS suppressor = suppressors of FUS proteinopathy in yeast. AID 1347120. S. cerevisiae FUS-expressing, growth rescue, OD600, 24 h. actives 0.24% (n = 390,000). Potency, µM (series often up to 76.6 µM), inactives show at the top dose growth rescue (activation), most hits filed as activators;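 also: potency is read from the fitted curve at half-maximal effect; plate controls were DMSO vehicle for no effect and reference control for full effect; nearly all actives have a fitted effect of over 55% in size; some results filed as inactive show a strong effect at the top dose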
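Cultures pregrown in 2.5% raffinose medium are shifted to minimal medium containing 2% galactose to express toxic FUS. Compounds are tested at several concentrations. After 24hr at 30C, growth is quantified at 600 nm absorbance.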
EPAC2 antag = blocks human EPAC2 exchange factor; EPAC2 GEF exchange of Rap1B-BODIPY-GDP, fluorescence; Potency, µM (highest dose often 114 µM), for inactives: at the top dose activity, negative = inhibition, hits mostly inhibitors; actives 0.18% (n = 360,000); also: potency is read from the fitted curve at half-maximal effect; % is scaled to controls: 0 for no effect and ±100 for the full control effect; nearly all actives have a fitted effect of over 45% in size; many of its hits are not listed in these tables
EPAC2 agonist = EPAC2 (human) agonism | Q8WZA2 | EPAC2 activation, biochemical qHTS; response scale: 100% = 6.5 mM cAMP response | Potency, µM (doses to about 154 µM), for inactives: at the top dose activation, most hits filed as activators | actives 0.079% (n = 360,000) | AID 720711; also: potency is read from the fitted curve at half-maximal effect; nearly all actives have a fitted effect of over 50% in size
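Each well held 100 nM EPAC2, 250 nM RAP1B-BODIPY-GDP and 50 uM GDP. Fluorescence, read at 5-min intervals to 30 min, was referenced to a 6.5 mM cAMP positive control.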
Starred values were filed as active, the others as inactive; ? = inconclusive; / = not tested or not shown. Unless noted, calls follow the shape of the dose curve; as a rule, active = well fitted curve in the direction sought with a large enough effect; inconclusive = small, poorly fitted or top-dose-only effect, or another doubt; inactive = no such curve, though single readings can be large; an effect the other way counts as inactive or inconclusive. These rows are one share of the data, so the mix of outcomes need not match the whole.

No. | Molecule | EPAC2 antag | FUS suppressor | TDP43 rescue | aSyn yeast inh | Abeta rescue | D3 antag | DRD3 agonist | EPAC2 agonist
1 | COc1ccc(CCNC(=O)c2cc(-c3cc(Cl)cc(Cl)c3)oc2C)cc1 | -9% | 9% | -20% | 1% | -2% | 6 | -2 | 8%
2 | CC(C)(C)OC(=O)N1CCC(c2c(C(=O)NCc3ccc4c(c3)OCO4)cnn2-c2ccccc2Cl)CC1 | / | 43% | 5% | / | -6% | / | -8 | /
3 | CN1/C(=C\C(=S)Nc2ccccc2)C(C)(C)c2ccccc21 | -24% | 30% | -12% | -10% | ? | 1 | -4 | 10%
4 | COc1ccccc1-c1ccc(SCC(=O)NC2CCCC2)nn1 | -7% | -11% | 24% | 3% | 27% | -3 | 1 | -2%
5 | COc1ccc(-c2csc(-c3cc4ccccc4oc3=N)n2)cc1 | -7% | 9% | 6% | 1% | 20% | 5 | 19 | 0%
6 | CC(=O)Nc1cccc(NC(=O)c2ccc(COc3ccccc3)cc2)c1 | 2% | -24% | 10% | 1% | -10% | -6 | 11 | -1%
7 | CCOC(=O)NC(=S)Nc1ccc(C(C)(C)C)cc1 | -18% | -1% | 19% | -2% | -6% | -7 | -9 | 14%
8 | Cc1noc(C)c1NC(=O)NCCN1CCN(Cc2ccccc2)CC1 | 5% | 1% | 6% | 8% | -5% | 3 | -6 | 6%
9 | O=C(CSc1nnc(CNC(=O)c2ccccc2)o1)NCc1ccccc1Cl | 4% | -1% | 17% | 6% | 9% | 12 | 4 | 4%
10 | COc1ccc2c(C)cc(SCC(=O)Nc3c(C)n(C)n(-c4ccccc4)c3=O)nc2c1 | 6% | 9% | -1% | 1% | -9% | 0 | 5 | -6%
11 | CCOc1ccccc1NC(=O)CN1Cc2ccccc2C1=O | / | -12% | 0% | / | 10% | / | -2 | /
12 | CC(=O)Oc1ccc(S(=O)(=O)c2ccc(OC(C)=O)cc2)cc1 | 11% | 14% | 27% | 12% | -12% | -7 | -1 | 6%
13 | CC(C)C(=O)Nc1cccc(COc2ccccc2CN(Cc2ccccc2)C(=O)OC(C)(C)C)c1 | -5% | 8% | 8% | -28% | -2% | 5 | -9 | 12%
14 | COC(=O)c1ccc(-c2ccc(/C=N/N3C(=O)C4C5C=CC(CC5)C4C3=O)o2)cc1 (stereo unspecified) | 1% | -14% | 0% | 5% | 5% | 29 | 5 | 2%
15 | CCOc1ccc(-n2c(C)nc3c(cnn3-c3ccc(C)cc3)c2=O)cc1 | / | -18% | 17% | / | 6% | / | 0 | /

More results follow.
No. | Molecule | EPAC2 antag | FUS suppressor | TDP43 rescue | aSyn yeast inh | Abeta rescue | D3 antag | DRD3 agonist | EPAC2 agonist
16 | C=CCn1c(SCC(=O)NCCCC)nc2scc(-c3ccco3)c2c1=O | 1% | 37% | 17% | -3% | -23% | 0 | -1 | -13%
17 | COc1cc(CNCCc2ccc(S(N)(=O)=O)cc2)ccc1OCC(=O)N1CCCCC1 | -13% | 23% | -14% | 1% | 6% | -7 | -2 | 16%
18 | CCOc1ccc2ncc3c(-c4ccc(C)cc4)nn(-c4cccc(F)c4)c3c2c1 | / | 36% | 19% | / | -5% | / | 5 | /
19 | O=c1[nH]c(=O)n(Cc2ccco2)c2c1C(C(F)(F)F)(C(F)(F)F)N=C(c1ccc(F)cc1)N2 | 1% | 7% | -16% | -8% | -3% | 48 | 56* | 6%
20 | O=c1n(Cc2ccccc2Cl)nc2n1-c1ccccc1SC2 | -10% | 6% | ? | 5% | 8% | 4 | 2 | 16%
